Screens deposited in PubChem BioAssay by several laboratories.
M1 antag: antagonists of rat M1 muscarinic receptor; Muscarinic acetylcholine receptor M1 (Rattus norvegicus), P08482; CHO-M1 cells, Fluo-4 calcium, ACh EC80 antagonist mode; hits give low values; B-score at 10 µM; 64,000 compounds, 3.4% hits; AID 628, 2007;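 active means calcium fluorescence response, raw or row-and-column corrected B-score, differing from the plate sample mean either way at a set confidence level, mostly lower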
TNAP act DEA: human TNAP enzyme activators, primary screen, biochemical, luminescent, intermediate phosphate acceptor level; Alkaline phosphatase, tissue-nonspecific isozyme (Homo sapiens), P05186; purified TNAP, CDP-star luminescence, 100 mM DEA, 30 min; hits give high values; scale: 0 levamisole-inhibited, 1 vehicle-only enzyme; activation factor at 20 µM; 64,000 tested, under 10 active;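 active means activation factor of at least 2 at 20 µM, relative to controls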
Target sequence (P05186 whole entry, looked up): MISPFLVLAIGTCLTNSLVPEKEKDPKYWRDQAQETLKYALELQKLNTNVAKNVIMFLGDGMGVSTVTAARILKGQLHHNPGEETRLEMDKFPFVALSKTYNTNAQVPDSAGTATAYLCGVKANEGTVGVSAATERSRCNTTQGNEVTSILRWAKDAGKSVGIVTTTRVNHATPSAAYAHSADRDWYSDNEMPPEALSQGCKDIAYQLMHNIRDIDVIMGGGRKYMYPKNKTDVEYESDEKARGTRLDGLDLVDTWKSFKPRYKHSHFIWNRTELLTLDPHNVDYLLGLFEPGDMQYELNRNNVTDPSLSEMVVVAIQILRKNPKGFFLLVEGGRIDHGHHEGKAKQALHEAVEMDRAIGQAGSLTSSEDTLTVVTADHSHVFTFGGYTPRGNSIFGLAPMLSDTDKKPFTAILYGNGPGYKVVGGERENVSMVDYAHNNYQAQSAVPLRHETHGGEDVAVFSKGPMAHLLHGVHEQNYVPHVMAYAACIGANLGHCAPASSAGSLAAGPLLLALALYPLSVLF
D1 allo mod: D1 CRE-luciferase signal change, two-sided – cell-based, HEK293 D1, dopamine EC30, D1 allosteric modulator project, primary screen. D(1A) dopamine receptor (Homo sapiens), P21728. dopamine EC30 potentiation; actives deviate in either direction. B-score at 10 µM. 58,000 compounds, 5.9% hits. AID 641, 2007;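 active means luminescence count or its row- and column-corrected plate score outside the 99.7% band of the plate's sample wells, on either side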
HEK293 NFkB inh: inhibitors of PMA/ionomycin-induced NF-kB reporter, primary screen, antigen receptor NF-kB inhibitor project, cell-based, HEK-293 luciferase reporter, luminescence; 62,000 compounds, 0.21% hits; inhibition, % at 3 µM; HEK-293 NF-kB luciferase reporter;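 active means inhibition above the mean of all tested compounds plus 3 SD, cut at about 40% in these data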;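 further: 0% = stimulated DMSO wells and 100% = 10 µM reference inhibitor 5653914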
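System – HEK-293 cells with stable firefly luciferase reporter driven by four HIV NF-kB elements · Doses – one dose, 3 µM · Schedule – 1 h compound pre-incubation, 16 h PMA/ionomycin at 37 °C · Technique – luminescence from luciferase substrate reagent · Measure – percent inhibition normalized per plate to DMSO and reference-inhibitor controls · Replicates – tested once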
S1P1 ag pot: S1P1 agonists and agonism potentiators, primary screen, cell-based, primary and confirmation screens, CRE-bla reporter | S1P1 CRE-bla cells, forskolin, beta-lactamase FRET, potentiator mode; S1P1 agonist co-added at EC20, 2 nM; 100% = saturating reference agonist, 0% = basal | activation, % at 9.5 µM | 56,000 compounds, 0.57% hits;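 active means activation above a cutoff set at the mean activation of all tested compounds plus 3 SD, cut at about 54% in these data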;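 further: forskolin at 4 µM as EC80 and the EC20 agonist is SEW2871; 100% = SEW2871 at its EC100 plus forskolin at EC80; some compounds past the cut are filed as inactive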
S1P3 ag: human S1P3 receptor agonists, primary screen, cell-based, primary and confirmation, NFAT-BLA reporter | Sphingosine 1-phosphate receptor 3 (Homo sapiens), Q99500 | S1P3 NFAT-BLA reporter cells, agonism, FRET ratio; relative to 1 µM S1P, basal subtracted | activation, % at 4.5 µM | 60,000 compounds, 0.1% hits | AID 373, 2006;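 active means activation above the screen-wide mean plus 3 SD, cut at about 4.5% in these data, passing the limit was not always enough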; further: some compounds called inactive have numbers as strong as hits
Target sequence (Q99500 whole entry, looked up): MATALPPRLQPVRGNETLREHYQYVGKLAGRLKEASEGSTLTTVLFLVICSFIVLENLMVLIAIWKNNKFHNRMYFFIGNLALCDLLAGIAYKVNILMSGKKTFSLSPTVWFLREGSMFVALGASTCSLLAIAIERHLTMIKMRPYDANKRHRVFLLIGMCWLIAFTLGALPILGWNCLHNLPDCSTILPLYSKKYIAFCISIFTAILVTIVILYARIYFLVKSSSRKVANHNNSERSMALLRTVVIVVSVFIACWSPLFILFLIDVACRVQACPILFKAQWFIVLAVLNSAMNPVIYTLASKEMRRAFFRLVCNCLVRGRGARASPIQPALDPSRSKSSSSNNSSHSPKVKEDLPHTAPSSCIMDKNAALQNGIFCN
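Benchmarks: high control 1 µM S1P / System: stable CHO line with human S1P3, Gα16, NFAT-BLA reporter / Dosing: single compound concentration, 4.5 µM final / Timing: 4 h compound at 37 °C, 2 h substrate at RT / Measured by: FRET β-lactamase substrate fluorescence, excitation 405 nm, 460/535 nm emission ratio, background-subtracted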
E coli RNAP: E. coli RNAP inhibitors, biochemical; E. coli RNA polymerase, fluorescence transcription assay; 62,000 compounds, 0.2% hits; inhibition, %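 (tested at 10 µM)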; DNA-directed RNA polymerase subunit beta (Escherichia coli (strain K12)), P0A8V2; in the data active means inhibition above about 20%;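 further: 0% = enzyme without compound and 100% = no enzyme blank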
M1 agonist: M1 muscarinic receptor agonists, primary screen, CHO-M1 cells, Fluo-4 calcium, agonist mode | Muscarinic acetylcholine receptor M1 | Fluo-4 calcium fluorescence; hits give high values | B-score at 10 µM | 64,000 compounds, 3% hits | AID 626, 2007;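 active means fluorescence rise, raw or as B-score row- and column-corrected plate score, outside the 99.7% band of its plate's samples, either direction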
Jurkat tox 60K: cytotoxicity toward Jurkat T cells, primary screen, cytotoxicity control, cell-based, Jurkat E6.1, 60K MLSMR library. Jurkat E6.1 viability, ATP luminescence, 48 h. inhibition, % at 4 µM. 56,000 compounds, 1.2% hits;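 active means inhibition above the mean inhibition of all tested compounds plus 3 SD, cut at about 28% in these data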
Numbers without * were called inactive; · = no result given.

SMILES	M1 antag	TNAP act DEA	D1 allo mod	HEK293 NFkB inh	S1P1 ag pot	S1P3 ag	E coli RNAP	M1 agonist	Jurkat tox 60K
Cc1ccc(NC(=O)CSc2nnc(-c3cnccn3)n2Cc2ccco2)cc1C	0.65	0.8	-0.86	-7	-12	0.3	4	-1.3	-5
C=C(C)c1cccc(C(C)(C)NC(=O)NCCCN2CCCC2=O)c1	0.63	1	0.16	4	6	-0.5	12	-0.17	-1
O=C(NC1=NCCS1)Nc1ccccc1	-0.46	0.9	0.39	-30	2	-1.1	2	-0.075	0
COc1cc(C)nc(NCc2ccccc2)n1	-0.58	0.9	0.0077	12	·	-0.3	8	-1.1	6
COc1ccc(N2CCN(C(=O)CSc3nnnn3-c3ccc4c(c3)OCCO4)CC2)cc1	-0.3	1.1	·	14	31	-0.5	2	-3*	10
CCC(C)[C@H](NC(=O)NCCCN1CCOCC1)C(=O)OC (some centres not stated)	0.85	0.9	0.0053	13	3	-1.9	10	-0.66	1
Cc1noc(C)c1COc1cccc(C(=O)N2CCN(C/C=C/c3ccccc3)CC2)c1	-1.2	0.9	-0.49	12	6	-1.5	4	-1	11
CC(NS(=O)(=O)c1ccc(OCC(=O)N2CCOCC2)cc1)c1ccccc1 (configuration not stated)	0.15	0.9	0.36	1	-1	-0.6	-2	1.3	11
O=c1c2c(nc3nc(SCc4ccccc4)[nH]n13)CCC2	-0.012	1	0.39	5	7	0.1	12	-0.22	2
COc1ccc(OC)c(S(=O)(=O)NCc2csc(-c3ccccc3)n2)c1	0.75	·	-0.21	12	-17	1.1	·	-0.035	5
CCC(C)[C@H](NC(=O)NCc1ccccc1Cl)C(=O)O (some centres not stated)	1.3	0.9	-0.51	18	9	-0.7	10	-1.1	-6
Cc1ccc(NC(=O)N(C2=NCC(C)S2)c2ccccc2)cc1 (configuration not stated)	-0.0055	·	0.78	-4	0	0.0	·	0.0002	-1
CCS(=O)(=O)CCSc1nc(C)cc(C)c1C#N	0.45	0.9	·	9	-13	-0.5	9	-0.071	-5
O=C1c2ccccc2C(=O)N1Cc1nc(-c2ccccc2)no1	0.36	1	-0.085	2	·	-0.2	1	0.28	2
Cc1ccc(NC(=O)C2C3C=CC4(CN(Cc5cccnc5)C(=O)C24)O3)cc1F (configuration not stated)	-0.25	1	-0.86	-8	16	-1.9	5	-0.0091	3
O=C(CCc1ccccc1)OCCN1CCOCC1	1.3	1	1.3	9	-14	-1.1	5	-0.45	1
CC(C)COC(=O)n1c(=O)oc2cc(S(=O)(=O)N3CCCCC3)ccc21	-0.49	0.9	·	7	14	-1.5	-3	0.25	12
COc1ccc(-n2c(Cc3cccn3C)nnc2SCC(=O)Nc2cc(C)cc(C)c2)cc1	-0.0026	0.9	11*	11	19	-1.6	-2	-0.41	2
CCCOC(=O)CSc1nnc(-c2ccc(Cl)cc2Cl)o1	-0.12	0.8	·	15	4	-0.1	10	-0.1	-6
Cc1ccnc2nc(C(=O)NC3=NCCS3)nn12	-0.57	0.9	0.12	3	4	-0.7	2	0.052	-3
CCC(=O)Oc1ccc2c(C)c(Cl)c(=O)oc2c1	-0.091	1	0.54	12	-13	-0.6	·	-0.028	0
COc1ccc(CCNC(=O)CCCn2c(SCC#N)nc3ccccc3c2=O)cc1OC	-0.055	0.9	-0.85	-2	-15	-0.5	3	0.29	9
Fc1cc(F)c2nc(N3CCCCC3)sc2c1	-0.37	0.9	·	-7	-12	-0.1	6	1.5	-3
CN(Cc1ccccc1)C(=O)c1ccc2c(c1)OCCO2	-0.017	1	-0.11	10	-6	-0.4	6	-0.021	-7
COc1cc(OC)cc(C(=O)NCC2CCCO2)c1 (configuration not stated)	·	0.9	-0.69	-5	-18	1.6	11	·	-3

Sorted by molar mass (largest number first): some entries from above
SMILES	M1 antag	TNAP act DEA	D1 allo mod	HEK293 NFkB inh	S1P1 ag pot	S1P3 ag	E coli RNAP	M1 agonist	Jurkat tox 60K
COc1ccc(CCNC(=O)CCCn2c(SCC#N)nc3ccccc3c2=O)cc1OC	-0.055	0.9	-0.85	-2	-15	-0.5	3	0.29	9
COc1ccc(-n2c(Cc3cccn3C)nnc2SCC(=O)Nc2cc(C)cc(C)c2)cc1	-0.0026	0.9	11*	11	19	-1.6	-2	-0.41	2
Cc1ccc(NC(=O)N(C2=NCC(C)S2)c2ccccc2)cc1 (configuration not stated)	-0.0055	·	0.78	-4	0	0.0	·	0.0002	-1
O=c1c2c(nc3nc(SCc4ccccc4)[nH]n13)CCC2	-0.012	1	0.39	5	7	0.1	12	-0.22	2

The results go on.
SMILES	M1 antag	TNAP act DEA	D1 allo mod	HEK293 NFkB inh	S1P1 ag pot	S1P3 ag	E coli RNAP	M1 agonist	Jurkat tox 60K
O=C1C=C(O)CC(c2ccc(Cl)c(Cl)c2)C1 (configuration not stated)	-0.93	0.9	-0.81	·	8	-1.9	11	-0.23	·
COc1ccc(N2CCN(c3nc(NCCc4ccc(OC)c(OC)c4)nc(OC)n3)CC2)cc1	0.27	0.9	2.8*	-5	-23	-1.8	-1	0.022	6
Cc1ccc(C)c(N(CC(=O)NC2CCCCC2)C(=O)CCC(=O)Nc2ccccn2)c1	-0.38	0.9	-0.18	15	-8	-0.5	·	-0.75	-9
COC(=O)C1CCN(C(=O)COC(=O)c2n[nH]c3ccccc23)CC1	0.044	0.9	0.42	6	5	5.3	-9	0.043	4
CC1CCCCN1CCCn1c(=S)[nH]c2ccccc2c1=O (configuration not stated)	-0.78	0.9	·	16	-17	-1.2	6	-0.0043	-1
Cc1ccc(S(=O)(=O)Cn2nnnc2C(C(C)C)N2CCN(Cc3ccco3)CC2)cc1 (configuration not stated)	-0.019	0.9	-0.37	6	6	0.5	·	0.77	-4
CN(C)c1nc2ccccc2c(N)c1-c1ccccc1	-1.8	0.9	-2.2	9	-8	-1.1	-1	0.3	4
CN(C)C(=O)NCc1ccc(S(N)(=O)=O)cc1	-0.03	0.9	-1.1	23	-6	-0.6	8	0.42	-4
Cc1ccc2c(c1)C(O)(CC(=O)c1cccnc1)C(=O)N2 (configuration not stated)	-0.45	1	-1.2	17	4	-0.2	4	0.18	-2
CCOC(=O)/C(N=O)=C(\O)C1CCN(C(=O)OCC)CC1	0.002	0.9	-0.35	-6	4	-0.3	4	0.2	1
Clc1ccc(OCCN2CCN(c3ncnc4sccc34)CC2)cc1	-3.3*	0.9	-2.9	62*	115*	-1.9	5	4.5*	44*
COc1ccc(C)cc1NC(=O)Cn1cnc2sc(C)c(S(=O)(=O)N3CCOCC3)c2c1=O	1.2	1	0.43	7	·	·	4	0.91	·
CC(=O)Nc1cc2c(cc1C(C)=O)OCCO2	0.069	1	0.55	11	-16	-1.0	7	-0.06	6
O=C(NCc1cccnc1)C1CCN(S(=O)(=O)c2cccnc2)CC1	-0.41	0.9	-0.083	11	·	·	12	0.18	·
Cc1ccc(CC(=O)N2CCC(c3nc4c(nnn4Cc4ccccc4)c(=O)[nH]3)CC2)cc1	0.82	1	4.9*	-8	-6	-1.5	3	0.25	-2
O=C(NCCCN1CCCC1=O)c1ccc(Cl)c(NS(=O)(=O)c2ccc(F)cc2)c1	-0.31	0.9	0.56	-2	8	0.7	-2	1.3	8
NC(=O)CSc1cn(CCNC(=O)c2cccs2)c2ccccc12	0.032	0.8	0.051	6	-16	0.6	6	0.03	-4
CCOC(=O)c1ccc(NC(=O)CN2C(=O)CNC2=O)cc1	0.2	·	0.39	16	·	-1.0	·	0.15	14
O=C(O)c1ccc(N2C(=O)C3ON(c4ccccc4)C(c4ccccc4F)C3C2=O)cc1 (configuration not stated)	0.22	1	-0.48	17	4	-1.1	-8	-0.32	2
O=C(CCCCCN1C(=O)c2ccccc2C1=O)NCc1ccco1	-0.068	1.1	0.5	0	2	-0.6	2	3.1	4
COc1cccc(Cn2cccc(NC(=O)NC3CCCCC3)c2=O)c1	-0.19	0.9	1.2	13	6	-1.4	2	-0.52	7
CCNc1nc(OCCNS(=O)(=O)c2cc(C)ccc2C)nc(N(C)C)n1	1.8*	1	2.8	0	-24	-1.1	3	-0.83	2
CC1=C(C(=O)OC(C)(C)C)C(c2ccco2)C(C#N)=C(N)O1 (configuration not stated)	0.32	1	1	3	8	-1.1	3	0.43	0
CCCCNC(=O)C1CCN(S(=O)(=O)c2cnc[nH]2)CC1	-0.31	1	-0.13	12	14	-0.6	8	-0.77	-2
CCN1CCN(C(c2cccs2)C(C)NC(=O)C(C)C)CC1 (configuration not stated)	-0.017	1	0.073	8	12	-1.7	2	1.2	2

An excerpt from above, limited to E coli RNAP and Jurkat tox 60K.
mol	E coli RNAP	Jurkat tox 60K
O=C(NCc1cccnc1)C1CCN(S(=O)(=O)c2cccnc2)CC1	12	·
Cc1ccc(CC(=O)N2CCC(c3nc4c(nnn4Cc4ccccc4)c(=O)[nH]3)CC2)cc1	3	-2

Printed as active in S1P1 ag pot, among the entries above:
molecule	M1 antag	TNAP act DEA	D1 allo mod	S1P1 ag pot	S1P3 ag	E coli RNAP	M1 agonist
Clc1ccc(OCCN2CCN(c3ncnc4sccc34)CC2)cc1	-3.3*	0.9	-2.9	115*	-1.9	5	4.5*

(list continues)
SMILES	M1 antag	TNAP act DEA	D1 allo mod	HEK293 NFkB inh	S1P1 ag pot	S1P3 ag	E coli RNAP	M1 agonist	Jurkat tox 60K
N#CC1=C(N)Oc2n[nH]c(-c3ccc(F)cc3)c2C1c1cccc(OC(=O)N2CCOCC2)c1 (configuration not stated)	0.28	0.9	1.7	11	·	·	0	-0.21	·
Cc1ccccc1NC(=O)N1C2CCCC1CC(NC(=O)C1CC1)C2 (configuration not stated)	-0.94	1	-0.0021	-3	12	-0.1	3	0.036	2
C/C(=C\c1ccco1)C1C(C#N)=C(N)Oc2n[nH]c(-c3ccccc3)c21 (configuration not stated)	0.13	0.9	2.4	·	·	·	5	-0.28	·
COc1ccc(Cl)cc1N1C(=O)[C@@H]2C(c3cccc(OC)c3OC)=NO[C@@H]2C1=O	-0.076	1	1	-14	-16	-0.9	6	0.26	-2
Cc1ccc(-c2nn3c(C)nnc3s2)cc1NC(=O)c1ccc(Br)o1	0.075	0.9	-0.57	-8	-10	-0.1	10	-1.2	-1
Cc1cc2ncc(-c3ccc(Cl)cc3)c(N)n2n1	-0.13	0.9	-1.9	-5	-23	-0.4	-10	1.5	-9
Cc1nn(C(C)C(=O)O)c2ccccc12 (configuration not stated)	-0.029	0.9	0.33	5	-12	0.2	8	0.16	1
